Screening data as filed in PubChem.
TNAP inh hiacc = blocks human TNAP under high phosphate acceptor concentration; P05186; purified TNAP, CDP-star luminescence, 1 M DEA; inhibition, % at 20 µM; 0.03% of 200,000 active;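 active = over 50% inhibition of tissue-nonspecific alkaline phosphatase at 20 µM in the single-dose screen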;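 note: plate controls were DMSO wells for no effect and EDTA-quenched wells as full inhibition for full effect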
TNAP inh noacc = inhibitors of human TNAP without phosphate acceptor | P05186 | purified TNAP, CDP-star luminescence, 30 min | inhibition, % at 20 µM | 0.26% of 200,000 active | AID 1012;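 active = tissue-nonspecific alkaline phosphatase inhibition above about 50% at 20 µM in the single-dose screen, limit read from the data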;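 note: 0% = DMSO negative control and 100% = EDTA positive control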
NF-kB neuron act = compounds increasing NF-kB expression in human neuronal cells; fold change at 12.5 µM; 1.6% of 190,000 active; NF-kB reporter expression; stronger effect = higher value; in the data active = fold change above about 3.3
APP 5'UTR act = activates APP 5'UTR luciferase reporter | SH-SY5Y APP 5'UTR luciferase reporter, luminescence; zero percent = DMSO vehicle wells | activation, % at 2 µM | 1% of 190,000 active;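 active = activation above a set limit, based on mean plus 3 SD of controls, cut at about 140% in these data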; note: values of inactives mirror those of a sister screen read the other way
bIAP activator = intestinal alkaline phosphatase (bovine) activation; AID 1016; purified bovine IAP, CDP-star luminescence, 30 min; stronger effect = higher value; fold of DMSO-control signal, blank-subtracted; 0.17% of 200,000 active; activation factor at 20 µM;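 active = activation factor of 2 or more at 20 µM, a signal rise over negative controls twice the positive control's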
FLuc inh counter = counter-screen for luciferase assay inhibitors: firefly luciferase inhibition | P08659 | ATPLite firefly luciferase biochemical luminescence, 10 min | inhibition, % at 10 µM | 1.5% of 200,000 active;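 active = inhibition above about 50% when tested at 10 µM, limit read from the data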
Target sequence (P08659 whole entry, looked up): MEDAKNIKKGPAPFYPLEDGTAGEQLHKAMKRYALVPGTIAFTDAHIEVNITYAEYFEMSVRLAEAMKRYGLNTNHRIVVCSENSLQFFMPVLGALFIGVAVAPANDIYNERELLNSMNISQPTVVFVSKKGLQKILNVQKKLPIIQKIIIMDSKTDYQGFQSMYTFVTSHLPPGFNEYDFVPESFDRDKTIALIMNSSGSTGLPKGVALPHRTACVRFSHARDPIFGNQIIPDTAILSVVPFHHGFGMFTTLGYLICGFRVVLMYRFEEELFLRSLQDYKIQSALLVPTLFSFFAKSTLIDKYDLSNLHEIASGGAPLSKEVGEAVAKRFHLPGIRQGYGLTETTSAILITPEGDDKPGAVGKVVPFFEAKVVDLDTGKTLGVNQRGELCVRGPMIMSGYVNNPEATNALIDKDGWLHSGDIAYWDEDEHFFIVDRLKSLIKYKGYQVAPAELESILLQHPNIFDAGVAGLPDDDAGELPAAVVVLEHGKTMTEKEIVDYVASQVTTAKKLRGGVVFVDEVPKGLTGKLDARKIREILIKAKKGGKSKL
FLuc act counter = firefly luciferase counter-screen for stimulation assays; ATPlite luciferase biochemical, luminescence, 10 min; 0 = ATP-free wells, 1 = DMSO control; 200,000 tested, under 10 active; P08659; activation factor at 10 µM;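 active = luciferase activation factor, scaled between plate controls, of at least 2 with compound at 10 µM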
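Material: luciferase plus luciferin reagent, cell-free. Medium: PBS buffer for ATP. Also added: ATP substrate, dispensed from a 10.24 µM working solution in PBS. Doses: test compounds dosed from 2 mM stocks in 100% DMSO. Incubation: 10 min post-reagent at room temperature. Technique: light output (luminescence). Read-out basis: luminescence gain marking luciferase activators.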
TNAP act hi DEA = increases human TNAP activity under high phosphate acceptor concentration. AID 1136. 200,000 tested, under 10 active. P05186. purified TNAP, CDP-star luminescence, 1 M DEA, 30 min; stronger effect = higher value; 0 = EDTA background, 1 = DMSO-only activity. activation factor at 20 µM;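 active = activation factor at least 2 at 20 µM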
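system = human TNAP | amount = enzyme diluted 1/800 final | reagent = 100 µM CDP-star substrate | signal = luminescent substrate turnover signal | dosing = one dose, 20 µM | benchmarks = EDTA negative control, DMSO positive control | measure = activation factor | timing = 30 min reaction, room temperature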
PMI act = increases human mannose-6-phosphate isomerase activity | P34949 | purified human PMI, coupled resazurin fluorescence, 20 min; stronger effect = higher value; 1 = vehicle control, 0 substrate-free wells | activation factor at 20 µM | 0.005% of 190,000 active | AID 1214;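 active = activation factor of 2 or more at 20 µM, relative to plate controls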
Target sequence (P34949 whole entry, looked up): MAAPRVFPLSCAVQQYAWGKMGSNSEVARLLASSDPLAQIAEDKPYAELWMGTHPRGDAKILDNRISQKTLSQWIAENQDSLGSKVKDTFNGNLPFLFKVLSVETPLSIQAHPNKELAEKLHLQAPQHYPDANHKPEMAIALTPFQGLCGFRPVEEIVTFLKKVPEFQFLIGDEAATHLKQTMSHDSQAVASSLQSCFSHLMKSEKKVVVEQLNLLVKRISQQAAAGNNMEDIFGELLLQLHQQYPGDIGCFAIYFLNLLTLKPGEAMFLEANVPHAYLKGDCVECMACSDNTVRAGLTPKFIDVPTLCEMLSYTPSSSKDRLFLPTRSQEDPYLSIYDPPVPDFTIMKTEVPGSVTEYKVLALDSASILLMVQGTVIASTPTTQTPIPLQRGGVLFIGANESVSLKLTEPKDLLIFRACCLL
PMI act satM6P = PMI (human) activation, high substrate; P34949; coupled PMI enzyme assay, resazurin fluorescence, 20 min; stronger effect = higher value; 1 = untreated enzyme, 0 = substrate-free blank; activation factor at 20 µM; 0.34% of 190,000 active; AID 1216;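 active = activation factor of 2 or more at 20 µM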
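Material: human phosphomannose isomerase with PGI, G6PDH, diaphorase coupling enzymes; amount: PMI at 15 ng/mL final; also added: Mannose-6-phosphate 1.0 mM (near-saturating) plus 0.22 mM NADP+; incubation: enzyme reaction with compound 20 min at room temperature; signal: resorufin fluorescence (Ex 544/Em 590 nm) from resazurin via diaphorase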
* = called active by the depositor; . = not tested or not shown.

No.	Compound	TNAP inh hiacc	TNAP inh noacc	NF-kB neuron act	APP 5'UTR act	bIAP activator	FLuc inh counter	FLuc act counter	TNAP act hi DEA	PMI act	PMI act satM6P
1	Cc1ccc(C(=O)Nc2ccc(OCc3ccccc3)cc2)cc1[N+](=O)[O-]	-3	-9	1	-13	1	-7	1.1	1	0.9	0.9
2	O=C(c1ccccc1)c1cc[n+]([O-])cc1	-5	-9	1.1	-6	1.1	-2	1	1.1	1.1	1.1
3	COCCN(Cc1cc2ccccc2[nH]c1=O)C(=O)c1ccccc1OC	5	2	1.4	-6	0.9	-2	1	1	0.9	0.9
4	Cc1nn(-c2ccccc2)c2sc(C(=O)NCCN3CCOCC3)cc12	-4	-14	0.77	-9	1	-1	1	1	0.9	1
5	Cc1ccc(S(=O)(=O)N2CCCCC2C(=O)N2CCN(C)CC2)cc1 (configuration not stated)	-2	-2	1.4	18	1	-4	1	1	1.2	1.3
6	CC(=C/c1ccccc1)/C=N/NC(=O)c1ccc2nc[nH]c2c1	-10	-70	1.3	-18	0.9	82*	0.2	1.1	1.1	1.1
7	Cn1cc(C(=O)C(F)(F)F)c2ccccc21	-3	-9	1.1	8	1	-5	1.1	1	1	1
8	COc1ccc(OC(C)C(=O)N2CCCc3ccccc32)cc1 (configuration not stated)	-1	-4	1.1	7	1	-3	1	1	1	1
9	CC(C)[C@H](NC(=O)c1ccco1)C(=O)OCc1cc(=O)n2c(n1)sc1ccccc12	-6	-11	0.85	-19	1	-2	1	1.1	0.8	0.9
10	CCc1cc2ccc(C)cc2nc1SCC(=O)N1CCN(C(=O)c2ccco2)CC1	-4	-4	0.8	-3	0.9	-8	1.1	1	1	1.1
11	CCCCn1nnnc1NCc1ccc(N2CCCC2)cc1	0	-12	1.4	6	0.9	-7	1.1	1	0.9	0.9
12	O=C(CSc1ncnc2ccccc12)c1ccco1	1	-18	5.6*	146*	0.9	81*	0.2	1	0.7	0.9
13	COCCCNC(=O)CC1Oc2ccccc2NC1=O (configuration not stated)	14	-12	1.1	11	0.8	-8	1.1	0.9	0.9	0.9
14	COc1cccc(C2C3(C#N)C(N)=NC(OC)(OC)C23C#N)c1 (configuration not stated)	-6	-11	1	-6	1	-8	1.1	1.1	1	1
15	CCCCN(Cc1cc2cc(OC)ccc2[nH]c1=O)C(=O)c1ccccn1	-1	-10	0.89	-4	1.1	-2	1	1	0.9	1
16	CCC(C)(C)NC(=O)C(c1ccco1)N(C(=O)Cn1nnc2ccccc21)c1ccc2c(c1)OCO2 (configuration not stated)	2	-6	0.92	14	1	-2	1	1	0.8	0.9
17	Cc1ccc2oc3c(c(=O)c2c1)C(c1cccc(Cl)c1)N(CCCN1CCOCC1)C3=O (configuration not stated)	1	-11	.	.	1	-11	1.1	1	1	1.1
18	Cc1ccc2oc(=O)n(CCOc3ccccc3C)c2c1	2	-2	2.1	40	1	-1	1	1	0.8	0.8
19	COc1ccc(NC(=O)C2CCN(C(=O)NC3CCCCC3)CC2)c(OC)c1	-8	-17	0.84	-1	0.9	-6	1.1	1.1	1	0.9
20	Cc1cccc(N2CCN(Cc3cn(C)nc3-c3ccccc3F)CC2)n1	-1	-1	0.85	-74	1.1	-6	1.1	1	1	1
21	Cc1ccc(Cl)cc1NC(=S)N(CCCN1CCOCC1)Cc1ccccn1	-2	-11	1.6	9	1	-9	1.1	1	1.1	1
22	CC(NC(=O)c1ccco1)C(c1cccs1)N1CCN(c2ccccc2F)CC1 (configuration not stated)	-3	-13	0.53	-1	1	-1	1	1	1	1
23	COc1ccc(-c2nnc(-c3ccc(OCC(C)C)cc3)o2)cc1	-7	-2	1.5	-12	1	-4	1	1.1	1.1	1
24	COc1ccc(Cl)cc1N(CC(=O)N1CCCCC1)S(C)(=O)=O	-3	-3	1.2	-12	1.1	-2	1	1	0.9	0.9
25	O=C(O/N=C(/c1ccccc1)c1ccncc1)c1cccc(F)c1	-3	-1	1.1	31	1	-4	1	1	1.1	1.1
26	CCN(CCO)c1ccc(-n2c(N)c(C(=O)OC)c3nc4ccccc4nc32)cc1	-7	-7	0.44	-9	0.9	-7	1.1	1.1	1	0.8
27	CCOC(=O)c1c(C)[nH]c(C(=O)OCc2c(C)noc2C)c1C	-5	-1	0.98	-2	0.9	-5	1	1.1	0.9	0.9
28	COc1ccc(C2(CNC(=O)c3ccc(OCC(C)C)cc3)CCOCC2)cc1	-2	-7	0.69	11	0.9	-4	1	1	1	1
29	COCCOC(=O)C1=C(C)NC2=C(C(=O)CCC2)C1c1ccc2c(c1)OCO2 (configuration not stated)	0	-8	1	2	1	-8	1.1	1	1	1
30	Cc1cccc2nc(Cn3c(=O)n(CCC(=O)NCc4ccco4)c(=O)c4sccc43)cc(=O)n12	-3	-12	1.1	12	0.9	-6	1.1	1	0.9	0.9
31	CC1=C(C(=O)OC2CCCCC2)C(c2cccnc2)n2ncnc2N1 (configuration not stated)	0	-2	1.1	-4	0.8	-4	1	1	1.1	1.1
32	CCOC(=O)c1c(NC(=O)c2ccccc2)sc2c1CCc1ccccc1-2	-3	-9	1.3	-6	0.9	-3	1	1	0.5	0.8
33	Cc1nn(C)c(C)c1NC(=O)CN1CCC(O)(c2ccc3c(c2)OCO3)CC1	0	-7	0.9	11	1	-3	1	1	1.1	1
34	COc1ccc(-c2cc(-c3ccccc3)c(C#N)c(S(C)(=O)=O)n2)cc1	-12	7	6.3*	10	0.9	-8	1.1	1.1	1.1	1.1
35	Cc1ccc(S(=O)(=O)N2CCOCC2)cc1C(=O)NCCCn1ccnc1	2	-4	1.2	14	1	-1	1	1	1	1
36	COc1ccc(N2C(=O)CC(Sc3nnc(-c4ccccc4)o3)C2=O)cc1 (configuration not stated)	-8	-8	0.99	-46	0.9	-5	1	1.1	1	0.9
37	CCOC(=O)Oc1ccc2c(=O)c(Oc3cc(C)cc(C)c3)coc2c1	-4	1	1.1	-3	1	-8	1.1	1	1	1
38	CN(C(=O)CSc1nc2ccccc2s1)c1c(N)n(Cc2ccccc2)c(=O)[nH]c1=O	0	-10	1.2	28	1	-2	1	1	1	1
39	COc1ccc(S(=O)(=O)NC(CC(=O)NCc2ccccc2OC)c2ccco2)cc1 (configuration not stated)	-5	-10	1.2	-13	0.9	-3	1	1	0.8	1
40	Cc1cc(=O)oc2cc(OCC(=O)OCC(=O)Nc3ccc(C(C)C)cc3)ccc12	3	-2	1	11	0.9	0	1	1	0.9	0.9

Part of the list above, in transposed form.
35: Cc1ccc(S(=O)(=O)N2CCOCC2)cc1C(=O)NCCCn1ccnc1
36: COc1ccc(N2C(=O)CC(Sc3nnc(-c4ccccc4)o3)C2=O)cc1 (configuration not stated)
37: CCOC(=O)Oc1ccc2c(=O)c(Oc3cc(C)cc(C)c3)coc2c1
38: CN(C(=O)CSc1nc2ccccc2s1)c1c(N)n(Cc2ccccc2)c(=O)[nH]c1=O
Screen / compound no.	35	36	37	38
TNAP inh hiacc	2	-8	-4	0
TNAP inh noacc	-4	-8	1	-10
NF-kB neuron act	1.2	0.99	1.1	1.2
APP 5'UTR act	14	-46	-3	28
bIAP activator	1	0.9	1	1
FLuc inh counter	-1	-5	-8	-2
FLuc act counter	1	1	1.1	1
TNAP act hi DEA	1	1.1	1	1
PMI act	1	1	1	1
PMI act satM6P	1	0.9	1	1

Going on with the list:
No.	Compound	TNAP inh hiacc	TNAP inh noacc	NF-kB neuron act	APP 5'UTR act	bIAP activator	FLuc inh counter	FLuc act counter	TNAP act hi DEA	PMI act	PMI act satM6P
41	CCOC(=O)c1cc(-c2ccccc2)n(CC(=O)NC(C)(C)C)c1C	-2	-4	1.1	-5	1.1	-6	1.1	1	1.1	1
42	Cc1cc(-n2c(C)cc(C(=O)COc3ccccc3[N+](=O)[O-])c2C)no1	1	-9	1.7	25	0.9	-3	1	1	0.9	0.9
43	Cc1ccc(C(=O)NCc2ccccc2)c(F)c1F	-4	-12	1.4	11	1	-1	1	1	0.9	0.9
44	Cc1ccc(N2C(=O)CC(Cc3cccc(C)c3)C2=O)cc1 (configuration not stated)	-2	-6	1.1	8	1	-4	1	1	0.9	1
45	Cc1cc(NC(=O)c2cnn3c(C(F)F)cc(C4CC4)nc23)no1	-4	-4	0.74	9	1	-11	1.1	1	0.9	0.9
46	CCCCn1nnnc1SCC(=O)NNC(=O)C1CCCCC1	0	-13	1.5	24	1.2	-4	1	1	1	1
47	COc1cccc(C(=O)OCC(=O)Nc2cc(C)c(C)cc2[N+](=O)[O-])c1	-4	4	1.1	.	1.1	-8	1.1	1	1.1	1.1
48	CCN(CC(=O)Nc1cc(C)nn1-c1nc(C)cc(C)n1)Cc1ccccc1	-6	-11	0.84	6	1	-4	1	1.1	1.1	1.1
49	COc1ccc(C)cc1NC(=O)CSc1nnc(CC(=O)Nc2cccc(C(F)(F)F)c2)n1C	-7	-10	1.1	13	0.7	-3	1	1.1	0.9	0.9
50	Cc1ccc(-c2nc(NCc3cccnc3)c3ccccc3n2)cc1	-1	-13	1.3	.	1	-4	1	1	0.8	1
51	COc1cc(C)ccc1NC(=O)c1ccc(S(=O)(=O)N2CCOCC2)cc1	-5	-11	0.81	-3	1	-6	1.1	1.1	0.9	1
52	N#Cc1nc(COc2ccc(Br)cc2)oc1NCCN1CCOCC1	-7	-8	1.1	2	1	-2	1	1.1	0.9	0.9
53	COC(=O)CSc1nnc(CSc2nc(C)cc(C)n2)n1Cc1ccco1	-2	-21	1	8	1.1	-1	1	1	0.9	1
